# PRMT1 inh = PRMT1 methyltransferase inhibitors, primary screen, biochemical, fluorescence polarization | Protein arginine N-methyltransferase 1 (Homo sapiens), Q99873 | recombinant PRMT1, activity-based probe fluorescence polarization | 1.3% of 370,000 active | inhibition, % at 2.79 µM;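 active = inhibition above about 21% made by adding two undisclosed values, limit read from the data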
# MBD2 DNA inh = inhibitors of MBD2 binding to methylated DNA, primary screen, biochemical, TR-FRET, DNA-binding domain, human. Methyl-CpG-binding domain protein 2 (Homo sapiens), Q9UBB5. MBD2 binding to methylated oligonucleotide. inhibition, % at 4.4 µM. 0.31% of 370,000 active. AID 686964, 2013; in the data active = inhibition above about 13%
# HTRA1 inh = HTRA1 serine protease inhibitors, primary screen, biochemical, fluorescence polarization, HTS. Q92743. recombinant HTRA1, FP-rhodamine activity-based probe. inhibition, % at 5.96 µM. 0.5% of 340,000 active. AID 504803, 2011; in the data active = inhibition above about 36%;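 also: 0% = enzyme with DMSO and 100% = wells lacking enzyme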
# Target sequence (Q92743 whole entry, looked up): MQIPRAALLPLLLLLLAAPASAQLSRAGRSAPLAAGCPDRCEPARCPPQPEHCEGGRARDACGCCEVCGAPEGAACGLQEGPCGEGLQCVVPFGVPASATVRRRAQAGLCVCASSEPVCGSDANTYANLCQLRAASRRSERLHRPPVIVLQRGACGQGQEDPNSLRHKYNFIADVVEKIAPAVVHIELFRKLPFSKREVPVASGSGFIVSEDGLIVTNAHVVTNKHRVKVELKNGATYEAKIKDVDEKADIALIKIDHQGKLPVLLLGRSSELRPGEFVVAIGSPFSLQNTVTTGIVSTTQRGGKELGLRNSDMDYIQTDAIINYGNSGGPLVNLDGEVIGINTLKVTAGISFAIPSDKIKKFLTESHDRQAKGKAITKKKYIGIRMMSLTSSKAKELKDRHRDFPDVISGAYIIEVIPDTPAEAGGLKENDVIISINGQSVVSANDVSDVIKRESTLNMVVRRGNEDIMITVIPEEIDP
# rCAG binder = binders of r(CAG) RNA repeats, primary screen, biochemical, fluorescence; r(CAG) RNA repeat, TO-PRO-1 dye displacement fluorescence; inhibition, % at 3 µM; 1.3% of 370,000 active; AID 651821, 2012;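 active = inhibition above the plate cutoff, the mean of all test compounds on that plate plus 3 SD, cut at about 35% in these data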;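 also: 0% = DMSO alone and 100% = 100 µM mitoxantrone as full dye displacement; higher means more dye released from RNA so lower well fluorescence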
# ABHD4 inh = ABHD4 inhibitors, primary screen, biochemical, fluorescence polarization, mouse | inhibition, % at 8.92 µM | purified mABHD4, FP-Rh probe fluorescence polarization | AID 720543, 2013 | 0.54% of 370,000 active;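 active = inhibition exceeding the mean over every tested compound plus 3 SD, cut at about 30% in these data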;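 also: 0% = plate median of compound wells and 100% = S159A mutant with DMSO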
# Target sequence (Q8VD66 whole entry, looked up): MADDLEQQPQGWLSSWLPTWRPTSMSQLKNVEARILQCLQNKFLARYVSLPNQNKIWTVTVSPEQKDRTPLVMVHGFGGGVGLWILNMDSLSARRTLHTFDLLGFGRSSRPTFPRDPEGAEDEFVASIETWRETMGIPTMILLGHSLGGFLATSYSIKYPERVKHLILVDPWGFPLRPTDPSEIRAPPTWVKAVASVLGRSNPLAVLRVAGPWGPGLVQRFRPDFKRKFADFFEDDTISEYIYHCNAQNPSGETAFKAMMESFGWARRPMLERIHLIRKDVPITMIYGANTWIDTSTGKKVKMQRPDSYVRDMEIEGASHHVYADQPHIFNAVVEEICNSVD
#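 Assay system: Wild-type mouse ABHD4 protein | Medium: HEPES pH 7.0 buffer, 150 mM NaCl, 0.01% Pluronic F-127 | Incubation: Enzyme–compound pre-incubation 45 min, then probe 60 min, both 25 °C | Technique: Fluorescence polarization with parallel and perpendicular emission, 525/598 nm | Evaluation: % inhibition of FP-Rh probe binding versus controls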
# GC-B act = human GC-B receptor activators, primary screen, HEK293 GC-B cells, cGMP TR-FRET, EC30 CNP | 0.11% of 370,000 active | 0% at EC30 CNP, 100% saturating CNP | Atrial natriuretic peptide receptor 2 (Homo sapiens), P20594 | activation, % at 10 µM | AID 1920062, 2024;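 active = activation at 10 µM reaching about 35% in either raw or pattern-adjusted values, limit read from the data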
# GC-A act = GC-A stimulated cGMP production enhancers – HEK293 GC-A cells, cGMP TR-FRET, EC30 ANP, primary screen; Atrial natriuretic peptide receptor 1 (Homo sapiens), P16066; 0% at EC30 ANP, 100% saturating ANP; activation, % at 10 µM; 0.14% of 370,000 active; AID 1671463, 2021; in the data active = activation above about 40%
# UHRF1 MBD2 ctr = UHRF1 methylated DNA binding inhibitors, primary screen, counter-screen for MBD2 inhibitor project, biochemical, TR-FRET, human UHRF1, single concentration; AID 687016, 2013; 0.75% of 370,000 active; E3 ubiquitin-protein ligase UHRF1 (Homo sapiens), Q96T88; UHRF1 binding to methylated oligo; inhibition, % at 4.4 µM; in the data active = inhibition above about 21%;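 also: UHRF1 SRA domain binding a hemimethylated CpG hairpin DNA probe; 0% = median of test compound wells and 100% = reference inhibitor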
# SIAE primary = human SIAE inhibitors, primary screen, biochemical, fluorescence polarization, FP-Rh probe, 1536-well HTS; AID 1053197, 2014; 0.69% of 370,000 active; inhibition, % at 9.66 µM; Sialate O-acetylesterase (Homo sapiens), Q9HAT2; SIAE FP-Rh probe binding;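 active = inhibition above a cutoff: mean of compounds within the control limits plus 3 SD of those, cut at about 17% in these data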;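 also: 0% = plate median of compound wells and 100% = probe without SIAE protein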
# TCR CD3 inh = inhibitors of human TCR-CD3 interaction, primary screen, biochemical, fluorescence, TAMRA-labeled TCR probe. T-cell receptor (TCR). inhibition, % at 9.4 µM. 0.37% of 360,000 active. AID 651800, 2012; in the data active = inhibition above about 19%;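 also: recombinant mutant TCR 2C K166C tagged with TAMRA read by polarization; 0% = receptor in buffer alone and 100% = receptor with positive control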
# * = called active by the depositor; . = no result given; & = joins results of further samples; ! = repeats disagree.
1	COCc1cc(S(=O)c2ccc(Cl)cc2)nc(C)n1 (stereo not given)
2	CCCC1CC(C)(c2csc(Nc3ccc(OCC)cc3)n2)OC1=O (stereo not given)
3	O=C(c1ccco1)N1CCN(S(=O)(=O)Cc2ccc(Cl)cc2)CC1
4	COc1ccc2ccccc2c1C1NC(=O)NC(C)=C1[N+](=O)[O-] (stereo not given)
5	CCOc1c(Cl)cc(CNCc2ccccn2)cc1OC
6	COc1ccc(C2NCCc3c2[nH]c2ccccc32)cc1CSc1nc2ccccc2s1 (stereo not given)
Compound,1,2,3,4,5,6
PRMT1 inh,11,3,-3,-2,-1,4
MBD2 DNA inh,-2,-1,0,-5,-2,8
HTRA1 inh,-4,7,9,5,14,-25
rCAG binder,-4,-2,-5,-1,0,12
ABHD4 inh,-3,3,1,-2,-5,30*
GC-B act,4,3,-3,6,4,-6
GC-A act,2,2,0,-6,2,-8
UHRF1 MBD2 ctr,-2,-4,1,0,3,5
SIAE primary,0,11,5,-1,-9,17
TCR CD3 inh,-1,6,-4,6,-5,-5

7	CCN(CC)S(=O)(=O)c1cccc(C(=O)N2CC(O)CC2C(=O)O)c1 (stereo not given)
8	O=C1C(=O)N(CCCn2ccnc2)C(c2ccc([N+](=O)[O-])cc2)/C1=C(\O)c1ccc2c(c1)OCCO2 (stereo not given)
9	Cc1ccc(CCP(=O)(O)CN2CCOCC2)cn1
10	O=C(CSc1nnc(C2CC2)n1C1CC1)c1ccc(F)cc1
11	O=C(N/N=C/c1ccc2c(c1)OCO2)C(=O)Nc1ccccc1
12	Cc1sc(NC(=O)C2CCCO2)c(C(N)=O)c1C (stereo not given)
Compound,7,8,9,10,11,12
PRMT1 inh,-2,-1,-3,1,-1,11
MBD2 DNA inh,4,-1,2,-2,-1,-2
HTRA1 inh,0,10,2,5,-6,4
rCAG binder,1,7,-3,3,1,42*
ABHD4 inh,-3,3,-7,9,3,-3
GC-B act,-1,7,2,1,-3,6
GC-A act,-8,0,3,0,-1,1
UHRF1 MBD2 ctr,2,-2,0,-1,-4,5
SIAE primary,-1,5,-4,1,2,-2
TCR CD3 inh,5,4,5,-1,7,5

# An excerpt of the results above, as a working copy:
1	COCc1cc(S(=O)c2ccc(Cl)cc2)nc(C)n1 (stereo not given)
2	CCCC1CC(C)(c2csc(Nc3ccc(OCC)cc3)n2)OC1=O (stereo not given)
3	O=C(c1ccco1)N1CCN(S(=O)(=O)Cc2ccc(Cl)cc2)CC1
4	COc1ccc2ccccc2c1C1NC(=O)NC(C)=C1[N+](=O)[O-] (stereo not given)
5	CCOc1c(Cl)cc(CNCc2ccccn2)cc1OC
Compound,1,2,3,4,5
PRMT1 inh,11,3,-3,-2,-1
MBD2 DNA inh,-2,-1,0,-5,-2
HTRA1 inh,-4,7,9,5,14
rCAG binder,-4,-2,-5,-1,0
ABHD4 inh,-3,3,1,-2,-5
GC-B act,4,3,-3,6,4
GC-A act,2,2,0,-6,2
UHRF1 MBD2 ctr,-2,-4,1,0,3
SIAE primary,0,11,5,-1,-9
TCR CD3 inh,-1,6,-4,6,-5

# Next part.
13	N#CC1=C(S)N(c2ccccc2)C(c2ccc(-c3ccccc3Cl)o2)NC1=O (stereo not given)
14	CCN(CC(=O)Nc1ccc(NC(C)=O)cc1)C(=O)C1CCCC1
15	CCOC(=O)CNC(=O)Cn1cnc2c(nnn2-c2ccc(OC)cc2)c1=O
16	Cc1cc(/C(N)=N/OC(=O)Nc2cccc(C(F)(F)F)c2)no1
17	CN(C)/C=C\C(=C/C(=O)C(F)(F)F)Nc1ccccc1Oc1ccccc1
18	CCC(=O)c1cn(CC(=O)Nc2c(C)cccc2C)c2ccccc12
Compound,13,14,15,16,17,18
PRMT1 inh,7,-1,-7,1,6,1
MBD2 DNA inh,1,-8,-5,3,3,-5
HTRA1 inh,-29,0,10,.,-12,7
rCAG binder,52*,3,1,1,10,-1
ABHD4 inh,-9,2,2,4,6,4
GC-B act,-8,1,-7,-1,1,5
GC-A act,-3,0,-1,0,-3,4
UHRF1 MBD2 ctr,-4,0,1,3,2,1
SIAE primary,-2,-2,-3,1,-8,5
TCR CD3 inh,1,8,9,5,2,-4

19	Cc1sc(NC(=O)CS(=O)(=O)c2ccccc2)c(C#N)c1C
20	CCOc1ccc(OCC)c(NC(=O)CN2CCN(c3cccc(C)c3C)CC2)c1
21	Cn1c(SCC(=O)Nc2ccccc2F)nnc1-c1cccnc1
22	O=[N+]([O-])c1ccc(NN=C2CC3CCC2C3)c([N+](=O)[O-])c1 (stereo not given)
23	COc1cc(/C=N/NC(=O)C23CC4CC(CC(C4)C2)C3)cc(Br)c1O
24	OC1CCCN(Cc2ccccc2)C1 (stereo not given)
Compound,19,20,21,22,23,24
PRMT1 inh,-3,5,2,-3,0,0
MBD2 DNA inh,-5,-1,0,2,2,-3
HTRA1 inh,-6,-3,4,.,5,6
rCAG binder,5,-1,0,3,4,3
ABHD4 inh,-5,4,0,-1,8,-4
GC-B act,-3,-3,0,-1,-4,-1
GC-A act,1,-7,5,-3,-1,2
UHRF1 MBD2 ctr,0,0,1,2,-4,1
SIAE primary,5,10,9,7,-4,-11
TCR CD3 inh,4,6,-8,-1,3,5

25	CC(=O)Nc1ccc(S(=O)(=O)N(Cc2ccccc2)C(C)C)cc1
26	CC1(C)OC(=O)C2=C(C[C@@H](CCc3ccccc3)O[C@@H]2c2ccc(Cl)cc2)O1
27	CC1(C)CC2(CC(c3ccc(F)cc3)c3ccc(O)cc3O2)NC(=S)N1 (stereo not given)
28	CCC(=O)N1CCc2cc(S(=O)(=O)Nc3ccc4c(c3)OCCO4)ccc21
29	CCOC(=O)C1=NNC(C(=O)c2ccc(Cl)cc2)C1c1ccc(OC)cc1 (stereo not given)
30	O=C(Cc1ccc(Cl)cc1)Nc1ccc(S(=O)(=O)Nc2cnc3ccccc3n2)cc1
Compound,25,26,27,28,29,30
PRMT1 inh,-2,1,17,-2,2,1
MBD2 DNA inh,-1,0,5,1,-4,-1
HTRA1 inh,-7,.,-4,-2,-21,-27
rCAG binder,5,3,-4,-4,-3,63*
ABHD4 inh,-6,-13,1,-4,-3,-8
GC-B act,2,-1,-6,3,-8,-1
GC-A act,-2,-7,8,-2,-12,-1
UHRF1 MBD2 ctr,0,2,1,0,-3,-3
SIAE primary,-2,-3,-4,2,-4,-5
TCR CD3 inh,7,-9,-12,6,8,1

31	CC1Oc2ccccc2C=C1/C=N/Nc1ccc(C(=O)O)cc1 (stereo not given)
32	O=C(O)CSCC(=O)Nc1cc(C(F)(F)F)ccc1Cl
33	CCn1c(Cc2cccs2)nnc1SCC(=O)Nc1ccc(Cl)cc1C
34	Cc1ccc(S(=O)(=O)NNC(=O)C(=O)NNc2ccccn2)cc1
35	c1ccc(-n2cnc3cc(NCc4ccco4)ccc32)cc1
36	Cc1cc(OCC(=O)Nc2ccc(S(=O)(=O)N3CCN(C)CC3)cc2)cc(C)c1Cl
Compound,31,32,33,34,35,36
PRMT1 inh,10,0,6,-1,13,0
MBD2 DNA inh,-2,5,1,0,2,10
HTRA1 inh,-2,-6,.,5,7,0
rCAG binder,29,1,0,2,-2,1
ABHD4 inh,32*,1,0,42*,-3,-5
GC-B act,2,3,-10,11,-4,1
GC-A act,2,0,-3,1,-4,1
UHRF1 MBD2 ctr,5,1,3,-1,4,12
SIAE primary,2,0,4,-3,-2,-2
TCR CD3 inh,-6,-1,.,-3,-12,-4

37	COc1ccc(C(=O)N/N=C(\C)CC(=O)N2CCN(C=O)CC2)cc1
38	c1ccc(CCNc2ccccn2)nc1
39	CCOC(=O)C1C(=O)C=C(c2ccc(C)cc2)CC1c1ccco1 (stereo not given)
40	CCN(CC)c1ccc(NC(=O)C2CC3CCC2C3)cc1 (stereo not given)
41	CCc1ccc(C(=O)N2CCC(c3nc4ccccc4s3)CC2)cc1
42	CCOc1ccccc1NC(=O)c1ccc2c(c1)C(=O)N(CC(C)C)C2=O
Compound,37,38,39,40,41,42
PRMT1 inh,-1,4,0,0,1,-2
MBD2 DNA inh,-9,-2,3,0,-6,3
HTRA1 inh,0,2,-21,3,-8,-3
rCAG binder,-2,4,-6,-4,-8,3
ABHD4 inh,-3,-1,0,9,0,-7
GC-B act,-2,2,.,2,-4,-3
GC-A act,7,-6,.,-4,0,-1
UHRF1 MBD2 ctr,-4,5,0,0,4,3
SIAE primary,2,2,-8,-1,7,1
TCR CD3 inh,4,-5,4,9,3,6

43	COC(=O)c1ccccc1COn1c(=O)c(C)[n+]([O-])c2ccccc21
44	O=C(Oc1ccccc1)c1cccc2cccc(C(=O)Oc3ccccc3)c12
45	O=C(Cn1c[n+](CC(=O)c2ccc([N+](=O)[O-])cc2)cn1)c1ccc([N+](=O)[O-])cc1
46	CC1CCC2(CC1)NC(=O)N(Cc1cccc(C(F)(F)F)c1)C2=O (stereo not given)
47	CCOCCCNC(=O)Cn1nc(Cc2ccncc2)c2ccccc2c1=O
48	Cc1ccc(-c2c[n+]3c(n2-c2ccccc2)CCC3)cc1
Compound,43,44,45,46,47,48
PRMT1 inh,1,-5,15&12,1,-3,3
MBD2 DNA inh,0,2,3&1,-3,-1,-1
HTRA1 inh,6,.,15&14,-8,-5,6
rCAG binder,-3,4,15&18,-8,-5,1
ABHD4 inh,-5,9,15&18,-2,-2,-3
GC-B act,-4,-4,-1&-1,3,1,-1
GC-A act,-3,-7,5&2,6,-1,10
UHRF1 MBD2 ctr,1,0,51*!,1,-1,9
SIAE primary,3,-15,6&9,1,5,-4
TCR CD3 inh,-5,9,-5&-1,7,1,-2

49	CC1(C)C(=S)N(Cc2ccccc2)c2ccccc21
50	COc1ccccc1CNC(=O)CCNC(=O)C1CCN(S(=O)(=O)c2ccccc2)CC1
51	COc1ccccc1NC(=S)NC(=O)CCc1ccccc1
52	COc1ccc(C(=O)Nc2ccccc2NC(=O)c2ccc(OC)cc2)cc1
53	Cc1cc(C)n(-c2ccc(Cl)c(C(=O)O)n2)n1
Compound,49,50,51,52,53
PRMT1 inh,1,1,-2,5,3
MBD2 DNA inh,4,5,-5,5,6
HTRA1 inh,-25,6,-19,-27,4
rCAG binder,-1,0,-6,-2,6
ABHD4 inh,-8,-5,-16,-1,-5
GC-B act,-4,-1,-1,3,-1
GC-A act,2,4,-1,1,0
UHRF1 MBD2 ctr,1,2,-1,3,3
SIAE primary,-3,-1,-6,-6,5
TCR CD3 inh,2,0,3,-9,5

# Bioassay records: PubChem, several laboratories

# The list is partial. The share of hits here may be higher or lower than overall.
